Screening results from PubChem BioAssay.
NPR2 activator: GC-B (human) receptor activation; P20594; HEK293-GC-B cells, CNP EC30, cGMP TR-FRET; 0% at EC30 CNP, 100% saturating CNP; activation, % at 10 µM; actives 0.11% (n = 370,000); AID 1920062;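 active = activation at 10 µM reaching about 35% in either raw or pattern-adjusted values, limit read from the data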
rCAG binder: binds r(CAG) RNA repeats; actives 1.3% (n = 370,000); r(CAG) RNA repeat, TO-PRO-1 dye displacement fluorescence; inhibition, % at 3 µM; AID 651821;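 active = inhibition above the plate cutoff, the mean of all test compounds on that plate plus 3 SD, cut at about 35% in these data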;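 note: 0% = DMSO alone and 100% = 100 µM mitoxantrone as full dye displacement; higher means more dye released from RNA so lower well fluorescence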
SIAE primary: inhibitors of human sialic acid acetylesterase SIAE. SIAE FP-Rh probe binding, fluorescence polarization. inhibition, % at 9.66 µM. actives 0.69% (n = 370,000);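 active = inhibition above a cutoff: mean of compounds within the control limits plus 3 SD of those, cut at about 17% in these data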;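 note: 0% = plate median of compound wells and 100% = probe without SIAE protein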
HTRA1 inh: HTRA1 (human) protease inhibition; Q92743; recombinant HTRA1, FP-rhodamine activity-based probe, fluorescence polarization; inhibition, % at 5.96 µM; actives 0.5% (n = 340,000); AID 504803; in the data active = inhibition above about 36%;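 note: 0% = enzyme with DMSO and 100% = wells lacking enzyme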
NPR1 activator: GC-A (human) enzyme activation | P16066 | HEK293 GC-A cells, cGMP TR-FRET, EC30 ANP; 0% at EC30 ANP, 100% saturating ANP | activation, % at 10 µM | actives 0.14% (n = 370,000); in the data active = activation above about 40%
MBD2 DNA inh: MBD2-methylated oligo binding inhibition | Q9UBB5 | TR-FRET, MBD2 binding to methylated oligonucleotide | inhibition, % at 4.4 µM | actives 0.31% (n = 370,000) | AID 686964; in the data active = inhibition above about 13%
PRMT1 inh: PRMT1 (human) inhibition, primary screen; Q99873; recombinant PRMT1, activity-based probe fluorescence polarization; inhibition, % at 2.79 µM; actives 1.3% (n = 370,000); AID 652257;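 active = inhibition above about 21% made by adding two undisclosed values, limit read from the data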
ABHD4 inh: inhibits mouse alpha/beta hydrolase domain 4; purified mABHD4, FP-Rh probe fluorescence polarization; actives 0.54% (n = 370,000); inhibition, % at 8.92 µM;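 active = inhibition exceeding the mean over every tested compound plus 3 SD, cut at about 30% in these data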;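 note: 0% = plate median of compound wells and 100% = S159A mutant with DMSO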
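Doses – 8.92 µM, single dose · Material – wild-type mouse ABHD4 protein · Replication – single well per compound (singlicate) · Measure – percent inhibition of probe binding, normalized to plate controls · Schedule – 45 min compound pre-incubation plus 60 min probe step, 25 °C · Detection – fluorescence polarization with parallel and perpendicular emission, 525/598 nm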
TCR CD3 inh: blocks the human TCR-CD3 interaction. TAMRA-labeled TCR probe fluorescence, biochemical. inhibition, % at 9.4 µM. actives 0.37% (n = 360,000). AID 651800; in the data active = inhibition above about 19%;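 note: recombinant mutant TCR 2C K166C tagged with TAMRA read by polarization; 0% = receptor in buffer alone and 100% = receptor with positive control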
UHRF1 binding: human UHRF1 methylated DNA binding inhibitors. actives 0.75% (n = 370,000). UHRF1 binding to methylated oligo, TR-FRET. inhibition, % at 4.4 µM; in the data active = inhibition above about 21%;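 note: UHRF1 SRA domain binding a hemimethylated CpG hairpin DNA probe; 0% = median of test compound wells and 100% = reference inhibitor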
Target sequence (Q96T88 whole entry, looked up, the tested form may be a part): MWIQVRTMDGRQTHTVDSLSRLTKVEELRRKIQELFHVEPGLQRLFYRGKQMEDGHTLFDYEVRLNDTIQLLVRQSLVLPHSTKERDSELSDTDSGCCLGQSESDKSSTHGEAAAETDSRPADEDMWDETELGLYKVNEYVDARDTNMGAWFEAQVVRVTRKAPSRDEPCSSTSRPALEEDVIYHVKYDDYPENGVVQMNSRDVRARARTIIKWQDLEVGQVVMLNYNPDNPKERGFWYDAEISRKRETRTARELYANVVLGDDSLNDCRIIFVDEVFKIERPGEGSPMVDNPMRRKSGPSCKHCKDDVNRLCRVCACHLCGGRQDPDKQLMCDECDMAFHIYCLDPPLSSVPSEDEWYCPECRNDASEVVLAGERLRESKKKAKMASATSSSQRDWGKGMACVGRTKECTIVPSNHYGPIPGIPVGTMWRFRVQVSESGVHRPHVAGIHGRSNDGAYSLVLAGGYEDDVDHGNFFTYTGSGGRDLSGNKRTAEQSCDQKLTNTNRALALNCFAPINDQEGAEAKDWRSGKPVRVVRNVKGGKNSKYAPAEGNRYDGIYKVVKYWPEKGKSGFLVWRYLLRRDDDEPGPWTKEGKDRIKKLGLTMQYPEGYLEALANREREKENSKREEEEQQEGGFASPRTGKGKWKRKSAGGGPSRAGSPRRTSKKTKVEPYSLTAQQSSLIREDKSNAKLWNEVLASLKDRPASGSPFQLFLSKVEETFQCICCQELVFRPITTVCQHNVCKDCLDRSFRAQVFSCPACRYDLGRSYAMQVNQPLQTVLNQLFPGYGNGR
An asterisk follows results filed as active; . = not tested or not shown. Not all compounds are listed (hit frequency here may not be typical).

1. CN(CC(=O)Nc1cccc(F)c1)C(=O)c1ccc(OCc2cn3ccccc3n2)cc1
2. COC(=O)c1sccc1NC(=O)/C=C/c1ccc(Cl)cc1
3. Cc1ccc([N+](=O)[O-])cc1S(=O)(=O)n1ccnc1C
4. CC(C)N(C(=O)[C@H]1C[C@H](CC(=O)NCCCn2ccnc2)C(=O)N2CCc3c([nH]c4cc(-c5ccco5)ccc34)[C@]12C)C(C)C
5. CC1CCC(NC(=O)c2ccc(CS(=O)(=O)Cc3ccccc3F)o2)CC1 (stereo not given)
6. CCCCn1c(N)c(N(CC)C(=O)c2cc3c(s2)CCCCC3)c(=O)[nH]c1=O
7. COCCNC(=O)COc1ccc(C)c(C)c1
8. Nc1c(C(=O)NC2CCCC2)c2nc3ccccc3nc2n1N

assay / entry | 1 | 2 | 3 | 4 | 5 | 6 | 7 | 8
NPR2 activator | 6 | -6 | -3 | -1 | 1 | 3 | 0 | 4
rCAG binder | 5 | 2 | 9 | 4 | 0 | 0 | 3 | 4
SIAE primary | 6 | -5 | -2 | 1 | 8 | -3 | -3 | -4
HTRA1 inh | -3 | 0 | 0 | 6 | 0 | 3 | 7 | 1
NPR1 activator | 2 | 0 | 2 | 0 | -1 | 2 | 1 | 4
MBD2 DNA inh | 3 | 3 | 0 | -2 | 2 | 5 | -2 | 0
PRMT1 inh | -1 | 1 | 1 | 0 | 0 | 3 | 1 | 4
ABHD4 inh | 1 | -15 | -1 | 2 | -3 | -1 | 3 | -1
TCR CD3 inh | 6 | -6 | -11 | -3 | -3 | -9 | -8 | 1
UHRF1 binding | -3 | -3 | 4 | 1 | 1 | 2 | 1 | -2

9. O=C(/C=C/NCc1ccc(F)cc1)c1ccccc1
10. CC(=O)Nc1ccc(CCCCc2ccc(NC(C)=O)cc2)cc1
11. Cc1ccccc1N1C(S)=C(C#N)C(=O)NC1c1ccco1 (stereo not given)
12. Clc1ccc(N/N=C/c2ccncc2)cc1Cl
13. COc1cccc(NC(=O)N(C)C[C@@H]2Oc3cc(Br)ccc3S(=O)(=O)N([C@@H](C)CO)C[C@H]2C)c1
14. CN(C)c1ccc(C2Nc3cccc4cccc(c34)N2)cc1
15. CC(NC(=O)COc1ccc(S(=O)(=O)N2CCCC2)cc1)c1ccccc1 (stereo not given)
16. CC(C)(C)c1ccc(OCC(=O)Nc2cccc(S(=O)(=O)NC3=NCCCCC3)c2)cc1

assay / entry | 9 | 10 | 11 | 12 | 13 | 14 | 15 | 16
NPR2 activator | 0 | 2 | 1 | -21 | -3 | -3 | 2 | 5
rCAG binder | -1 | 5 | 20 | 7 | 0 | 6 | -4 | 4
SIAE primary | 2 | -2 | 4 | 24* | -1 | 38* | 2 | -1
HTRA1 inh | -1 | -13 | 7 | -6 | 2 | 22 | 2 | -14
NPR1 activator | 0 | 1 | -5 | -29 | -1 | 5 | 1 | 5
MBD2 DNA inh | -4 | 2 | -3 | -2 | -8 | 0 | -2 | 4
PRMT1 inh | 2 | 4 | 12 | 0 | -5 | 4 | -4 | 1
ABHD4 inh | 1 | 1 | 10 | 7 | -5 | 3 | -2 | -4
TCR CD3 inh | -4 | -1 | -6 | 3 | 3 | 1 | 3 | -1
UHRF1 binding | 4 | -2 | 0 | -2 | -2 | -1 | 3 | 0

17. COc1ccc(CN2C[C@@H](CO)O[C@@H](n3cnc4c(NCc5ccncc5)ncnc43)C2)cc1
18. Cn1c(=NC(=O)c2ccccc2[N+](=O)[O-])sc2cccc(F)c21
19. CC1=C(C(=O)N2CCCCCC2)CC(CC(=O)NC(c2ccccc2)c2ccccc2)C(=O)N1CCC1=CCCCC1 (stereo not given)
20. CC(C)CC1NC(=O)N(CC(=O)NC2CCCCC2)C1=O (stereo not given)
21. O=C(N/N=C/c1cc([N+](=O)[O-])c(N2CCOCC2)cc1N1CCOCC1)c1cccnc1
22. O=C(Cn1cc2c(n1)CCCC2)Nc1cc(-c2cccc(Cl)c2)no1
23. O=C(NNc1c([N+](=O)[O-])cc(C(F)(F)F)cc1[N+](=O)[O-])c1ccco1
24. O=C(NNC(=O)c1ccc(S(=O)(=O)N2CCOCC2)cc1)c1ccccc1

assay / entry | 17 | 18 | 19 | 20 | 21 | 22 | 23 | 24
NPR2 activator | -2 | -3 | -2 | -1 | 0 | -3 | 4 | -1
rCAG binder | 1 | -4 | 4 | 3 | -4 | 7 | 15 | 1
SIAE primary | -3 | -3 | -5 | -2 | 0 | -6 | 12 | -1
HTRA1 inh | . | 6 | . | 3 | 1 | -41 | 25 | 6
NPR1 activator | -1 | 1 | -2 | 1 | -2 | -3 | -4 | 1
MBD2 DNA inh | -1 | 2 | -1 | -2 | -12 | 3 | -12 | 3
PRMT1 inh | -1 | 7 | 3 | 3 | 0 | 5 | -8 | -5
ABHD4 inh | 6 | -1 | 4 | 3 | 1 | -5 | 17 | 0
TCR CD3 inh | -5 | -2 | -1 | -6 | 3 | -3 | 0 | 0
UHRF1 binding | -2 | -1 | -2 | 2 | -10 | -1 | -9 | -3

Part of the list above, set out differently:
nr	compound	NPR2 activator	rCAG binder	SIAE primary	HTRA1 inh	NPR1 activator	MBD2 DNA inh	PRMT1 inh	ABHD4 inh	TCR CD3 inh	UHRF1 binding
10	CC(=O)Nc1ccc(CCCCc2ccc(NC(C)=O)cc2)cc1	2	5	-2	-13	1	2	4	1	-1	-2
4	CC(C)N(C(=O)[C@H]1C[C@H](CC(=O)NCCCn2ccnc2)C(=O)N2CCc3c([nH]c4cc(-c5ccco5)ccc34)[C@]12C)C(C)C	-1	4	1	6	0	-2	0	2	-3	1
12	Clc1ccc(N/N=C/c2ccncc2)cc1Cl	-21	7	24*	-6	-29	-2	0	7	3	-2
19	CC1=C(C(=O)N2CCCCCC2)CC(CC(=O)NC(c2ccccc2)c2ccccc2)C(=O)N1CCC1=CCCCC1 (stereo not given)	-2	4	-5	.	-2	-1	3	4	-1	-2

The results go on.
25. CC(=O)N1c2ccccc2Nc2ccccc21
26. Cc1ccc(Cc2c(-c3ccc(C)cc3)nc3ccc(Cl)cn23)cc1
27. CCc1noc(C)c1C(=O)NNC(=O)c1cc(OC)c(OC)c(OC)c1
28. O=C(c1cccc(S(=O)(=O)N2CCc3ccccc32)c1)N1CCOCC1
29. CCOC(=O)C1(CC)CC(CSc2nc3ccccc3[nH]2)OC1=O (stereo not given)
30. COC(=O)N1CCc2c(sc(NC(=O)C3COc4ccccc4O3)c2C(N)=O)C1 (stereo not given)
31. OC1CC(c2ccco2)NC2(CCCCC2)C1 (stereo not given)
32. Cc1ccc(S(=O)(=O)c2ccsc2NC(=O)c2ccccc2)cc1

assay / entry | 25 | 26 | 27 | 28 | 29 | 30 | 31 | 32
NPR2 activator | -3 | 37* | 3 | 2 | 1 | 0 | 4 | 2
rCAG binder | -2 | 7 | 1 | 3 | -5 | 12 | -2 | 3
SIAE primary | 8 | -11 | 1 | 5 | 1 | -8 | -1 | 3
HTRA1 inh | 10 | -51 | -1 | 2 | 1 | -17 | 5 | 0
NPR1 activator | -1 | 30 | 0 | 1 | 2 | -1 | 2 | -3
MBD2 DNA inh | 1 | 3 | -1 | -2 | 4 | -3 | 6 | -2
PRMT1 inh | 4 | 1 | -2 | -5 | 2 | 4 | 1 | 2
ABHD4 inh | 2 | -10 | -4 | -8 | 5 | -3 | 14 | -2
TCR CD3 inh | -4 | -2 | -3 | 1 | -8 | -1 | -4 | 0
UHRF1 binding | 3 | 3 | 2 | 0 | 7 | -1 | 2 | 0

33. COc1cc([N+](=O)[O-])ccc1-c1ccc(C(=O)Nc2ccc(NC(C)=O)cc2)o1
34. COc1ccccc1NC(=O)c1ccc2nc(C)c(C)nc2c1
35. COCCNc1nc(Oc2ccc(CC(=O)OC)cc2)c2sc(-c3ccccc3)cc2n1
36. O=C(O)Cc1cn(-c2ccccc2)nc1-c1ccccc1
37. O=C(c1ccc(Cl)c(S(=O)(=O)N2CCCC2)c1)N1CCN(c2ccccc2F)CC1
38. CC1Nc2ccccc2C(=O)N1NS(=O)(=O)c1ccccc1 (stereo not given)
39. CC1(C)CC(=O)C=C(C2CC2)C1=O
40. Cc1nonc1NC(=O)N1CCCC1

assay / entry | 33 | 34 | 35 | 36 | 37 | 38 | 39 | 40
NPR2 activator | 0 | 1 | -8 | 1 | -2 | 0 | 1 | 6
rCAG binder | 10 | 1 | 7 | -1 | 0 | -1 | 4 | 0
SIAE primary | -3 | 4 | -11 | 3 | 3 | 0 | 13 | 2
HTRA1 inh | 16 | -10 | . | 0 | -4 | 3 | . | 4
NPR1 activator | -3 | -2 | 0 | -2 | 1 | 0 | 1 | 3
MBD2 DNA inh | -2 | -7 | 1 | 4 | 6 | -5 | -2 | -4
PRMT1 inh | 4 | -5 | 0 | 3 | -4 | -6 | -3 | -2
ABHD4 inh | 10 | 4 | -1 | 2 | 5 | 2 | 0 | 4
TCR CD3 inh | 3 | 3 | 10 | -5 | -6 | 11 | 4 | 4
UHRF1 binding | -3 | -5 | 0 | 2 | 1 | -2 | -3 | -2

Part of the list above with just NPR2 activator.
no. | mol | NPR2 activator
35 | COCCNc1nc(Oc2ccc(CC(=O)OC)cc2)c2sc(-c3ccccc3)cc2n1 | -8
36 | O=C(O)Cc1cn(-c2ccccc2)nc1-c1ccccc1 | 1
37 | O=C(c1ccc(Cl)c(S(=O)(=O)N2CCCC2)c1)N1CCN(c2ccccc2F)CC1 | -2
38 | CC1Nc2ccccc2C(=O)N1NS(=O)(=O)c1ccccc1 (stereo not given) | 0
39 | CC1(C)CC(=O)C=C(C2CC2)C1=O | 1

(more compounds)
41. Cc1ccccc1CN(c1ccc(C(=O)N2CCc3ccccc3C2)cc1)S(C)(=O)=O
42. CS(=O)(=O)N1CCN(c2ccc([N+](=O)[O-])c(NCc3ccccc3)c2)CC1
43. C[C@H]1CN([C@@H](C)CO)S(=O)(=O)c2ccc(Br)cc2O[C@@H]1CN(C)S(=O)(=O)c1ccccc1
44. CCCC/C(C)=N/NC(=O)NC1CCCCC1
45. Cc1ccc(S(=O)(=O)N2CCOC23CCN(C(=O)C(=O)NCc2ccccc2)CC3)cc1
46. CCCCc1nnc(NC(=O)c2cccc(S(=O)(=O)N3CCN(C)CC3)c2)s1
47. Cc1[nH][nH]c(=O)c1C=Nc1ccc(C(F)(F)F)cc1
48. COc1ccc(NC(=O)N2CCCC(c3nc(-c4ccc(F)cc4)no3)C2)cc1 (stereo not given)

assay / entry | 41 | 42 | 43 | 44 | 45 | 46 | 47 | 48
NPR2 activator | -9 | -1 | -7 | 3 | -2 | 2 | 8 | -2
rCAG binder | -7 | 2 | 2 | 0 | -7 | 3 | -2 | -6
SIAE primary | 2 | -7 | 0 | -7 | 6 | -1 | -4 | 2
HTRA1 inh | -6 | -7 | -7 | -10 | 1 | 7 | -2 | -15
NPR1 activator | -13 | 4 | -3 | -1 | 3 | -1 | -2 | -4
MBD2 DNA inh | 3 | 4 | 0 | 3 | 3 | -1 | 3 | 1
PRMT1 inh | 0 | -2 | 1 | 2 | -1 | 2 | -2 | -1
ABHD4 inh | 2 | 2 | 4 | -15 | -6 | 6 | 3 | -2
TCR CD3 inh | 0 | 5 | 10 | -6 | 4 | -4 | 7 | -2
UHRF1 binding | -1 | -5 | 0 | 5 | -2 | 0 | -3 | 4
